High-throughput results as filed in PubChem BioAssay.
IDE act = boosts human insulin-degrading enzyme activity in HEK cells. P14735. hit rate 0.073% among 340,000. FAbeta-B cleavage, fluorescence polarization; 0% vehicle, 100% cell-free pure enzyme wells. activation, % at 5.96 µM. AID 493087;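 active = activation above the mean of all tested compounds plus 3 SD, set per screening campaign, cut at about 17% in these data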
Target sequence (P14735 whole entry, looked up): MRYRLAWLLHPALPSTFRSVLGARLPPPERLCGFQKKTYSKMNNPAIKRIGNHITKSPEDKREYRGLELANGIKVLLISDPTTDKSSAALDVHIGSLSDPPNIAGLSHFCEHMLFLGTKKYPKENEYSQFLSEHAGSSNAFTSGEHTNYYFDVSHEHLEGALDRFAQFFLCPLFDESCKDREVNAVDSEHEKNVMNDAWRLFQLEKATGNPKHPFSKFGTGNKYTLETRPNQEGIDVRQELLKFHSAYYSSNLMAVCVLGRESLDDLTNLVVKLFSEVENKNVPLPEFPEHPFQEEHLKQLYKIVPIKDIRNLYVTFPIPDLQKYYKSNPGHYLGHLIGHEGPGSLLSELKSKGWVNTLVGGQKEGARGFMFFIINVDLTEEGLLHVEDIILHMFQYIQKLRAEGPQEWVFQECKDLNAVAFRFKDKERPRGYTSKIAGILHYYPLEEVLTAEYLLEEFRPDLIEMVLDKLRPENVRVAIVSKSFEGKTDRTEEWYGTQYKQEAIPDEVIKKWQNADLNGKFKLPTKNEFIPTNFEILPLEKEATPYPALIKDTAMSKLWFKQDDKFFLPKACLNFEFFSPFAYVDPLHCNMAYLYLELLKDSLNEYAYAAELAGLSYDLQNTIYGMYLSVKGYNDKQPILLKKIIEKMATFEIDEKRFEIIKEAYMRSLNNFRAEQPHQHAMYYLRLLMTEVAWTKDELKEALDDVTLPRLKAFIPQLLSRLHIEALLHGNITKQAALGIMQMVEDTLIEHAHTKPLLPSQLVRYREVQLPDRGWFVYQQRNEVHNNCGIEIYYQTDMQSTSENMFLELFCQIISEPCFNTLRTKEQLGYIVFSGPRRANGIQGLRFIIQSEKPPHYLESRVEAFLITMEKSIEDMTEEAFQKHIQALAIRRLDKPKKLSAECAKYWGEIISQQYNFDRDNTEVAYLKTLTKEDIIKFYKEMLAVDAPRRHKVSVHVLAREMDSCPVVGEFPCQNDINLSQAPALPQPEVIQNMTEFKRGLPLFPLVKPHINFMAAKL
* = called active by the depositor. These rows are one share of the data, so the mix of outcomes need not match the whole.

IDE act	molecule
3	O=C(NCCNC(=O)c1ccc(F)cc1)c1ccc(F)cc1
0	O=C(NCC1CCCCC1)c1cccc(S(=O)(=O)N2CCCC2)c1
3	O=C(NCC1COc2ccccc2O1)C1CCN(S(=O)(=O)c2ccccc2)CC1 (configuration not stated)
0	CN(CC(=O)Nc1ccc(Cl)c(C(F)(F)F)c1)C(=O)c1cc(=O)[nH]c2ccccc12
-1	O=C(NCCCN1CCCC1=O)c1cccc(NS(=O)(=O)c2ccc(Br)cc2)c1
4	CCOc1ccccc1OCCC(=O)OCC(=O)Nc1c(C)nn(-c2ccccc2)c1C
-1	CC(OC(=O)Cc1c[nH]c2ccccc12)C(=O)Nc1ccccc1[N+](=O)[O-] (configuration not stated)
1	Cc1c(Cl)cnc(NC(=O)CSc2nnnn2C)c1Cl
8	CCOC(=O)c1cc(-c2ccccc2)nn1CC1CC(c2ccc(OC)cc2)=NO1 (configuration not stated)
6	COc1cc(C2CC(=O)Oc3ccc(C(C)(C)C)cc32)cc(OC)c1OC (configuration not stated)
1	O=C(COc1ccc(Cl)cc1)NCc1n[nH]c(=O)c2ccccc12
0	CC(C)(C)CN1CCNC[C@H]1Cc1cccc2ccccc12
0	COC(=O)[C@@H](Cc1ccccc1)N(Cc1ccccc1)S(=O)(=O)N(Cc1ccccc1)[C@H](Cc1ccccc1)C(=O)OC
0	O=C(/C=C/c1ccc2c(c1)OCO2)NCCS(=O)(=O)N1CCN(c2ccc(F)cc2)CC1
-3	COc1ccccc1NC(=O)Nc1nc(CC(=O)Nc2ccccc2F)cs1
0	CN(CC(=O)Nc1ccccc1C(F)(F)F)C(=O)C1CCN(S(=O)(=O)c2ccc3c(c2)OCCO3)CC1
-2	O=C(Oc1cccc([N+](=O)[O-])c1)c1ccc2c(=O)n3c(nc2c1)CCC3
3	CC1(C)NC(=O)N(CC(=O)N2CCN(S(=O)(=O)c3cc(Cl)ccc3Cl)CC2)C1=O
1	COc1ccc(CC(=O)OCC(=O)c2c[nH]c3ccccc23)cc1
-2	CCc1cc(C(=O)N(CCCOC)c2c(N)n(Cc3ccccc3)c(=O)[nH]c2=O)sc1C
-1	CCCNC(=O)C(Cc1cccc(C#N)c1)NC(=O)c1ccc(C#N)cc1 (configuration not stated)
5	O=C(CN1C(=O)c2ccc([N+](=O)[O-])cc2C1=O)NC1CCS(=O)(=O)C1 (configuration not stated)
1	O=C(O)c1cc(S(=O)(=O)Nc2ccc3cn[nH]c3c2)ccc1Br
5	O=C(NCCS(=O)(=O)N1CCCC1)c1ccccc1
0	COCCCNC(=O)C[C@H]1C[C@H](C(=O)N2CCOCC2)[C@@]2(C)c3[nH]c4ccc(Cl)cc4c3CCN2C1=O
-2	COc1ccc(N2CCN(C(=O)COC(=O)c3cccc(OC)c3O)CC2)cc1
2	CCCOc1ccc(C2=CC(=O)C[C@H](c3ccc(OC)cc3)C2)cc1
2	COc1ccc(NC(=O)COC(=O)c2ccc(S(=O)(=O)N3CCCCCC3)cc2)c(OC)c1
2	CC1(C)Oc2c(ccc(O)c2CN2CCOCC2)C2=C1CCCC2
4	COc1cc(C2c3cc4c(cc3C(O)C3COC(=O)C23)OCO4)cc(OC)c1OC (configuration not stated)
1	O=C(CCc1ccccc1)NC1(Cc2ccccc2)CCN(CCCc2ccccc2)C1=O (configuration not stated)
0	C#CCOCCOCCOCCNc1nc(N2CCN(C(=O)Cn3cc(CC(C)O)nn3)CC2)nc(N2CCN(C(=O)[C@H]([C@@H](C)O)n3cc(CCCCN)nn3)CC2)n1 (some centres not stated)
-1	O=C(C1CCC1)N1CCN(S(=O)(=O)c2cccc(F)c2)CC1
-8	CCc1ccc(NC(=O)CSc2nccn(-c3ccc4c(c3)OCCO4)c2=O)cc1
7	CCN(CC)C(=O)[C@H]1C[C@H](CC(=O)NCCCN(C)C)C(=O)N2CCc3c([nH]c4ccc(Cl)cc34)[C@]12C
0	CCOC(=O)N1CCN(C(=O)COC(=O)CSc2cc(C)c(Br)cc2C)CC1
1	CC(=O)Nc1ccc(Oc2ccc(S(=O)(=O)N3CCCC3)cn2)cc1
2	CCc1cccc(C)c1NC(=O)C1CC(=O)N(C2CCCC2)C1 (configuration not stated)
7	CCCSc1ccc([C@@H]2[C@@H]3C(=O)N(CC)C(=O)[C@@H]3[C@]3(C(=O)OC)CCCCN23)cc1
2	N#CCC(=O)Nc1ccc(C(=O)OCC(=O)NC(=O)NCc2ccco2)cc1
5	COc1ccc(C(=O)N2CCN(c3ccccc3)CC2)cc1S(=O)(=O)NC1CC1
-1	COc1ccc(C(=O)OCC(=O)c2cc(C)n(CC3CCCO3)c2C)cc1[N+](=O)[O-] (configuration not stated)
2	O=c1c2ccccc2nc2sc(Nc3ccc(F)cc3)nn12
6	Cc1ccc(SCC(=O)N(C)CC(=O)Nc2cccc(F)c2)c(C)c1
2	CCN1C[C@@H]2[C@@H]3C(=O)N(C)C(=O)[C@@H]3[C@](CC)(C1=O)N2C(=O)c1ccccc1
5	Cc1ccc(NC(=O)OC(C)N2CCCCC2)cc1NC(=O)OC(C)N1CCCCC1 (configuration not stated)
0	O=C(Cc1ccc(S(=O)(=O)N2CCOCC2)s1)Nc1ccc(S(=O)(=O)N2CCCCC2)cc1
3	C[C@H](CO)N1C[C@H](C)[C@@H](CN(C)S(C)(=O)=O)Oc2ccc(NC(=O)CCN3CCOCC3)cc2C1=O
0	CCOCCn1ccc2c(OCC(=O)Nc3ccc(OC)cc3OC)cccc2c1=O
4	COC(=O)c1ccccc1S(=O)(=O)N1CCC(C(=O)NCC2CCCO2)CC1 (configuration not stated)
7	O=C(O)C(Cc1ccccc1)N1C(=O)c2c(Cl)c(Cl)c(Cl)c(Cl)c2C1=O (configuration not stated)
2	COc1ccc(NC(=O)CN2C(=O)NC3(CCCCCCC3)C2=O)cc1
-1	CN(CC(=O)Nc1c(Cl)cccc1Cl)C(=O)CC1OC(=O)c2ccccc21 (configuration not stated)
4	c1cncc(CNc2ncnc3ccc(-c4cccnc4)cc23)c1
2	CC(=O)c1ccc(S(=O)(=O)NCCC(=O)OCC(=O)N2CCCC2=O)cc1
1	O=C(Oc1cccc2c(O)cccc12)c1ccccc1Cl
-1	C=CC[C@H](CC(=O)NCCO)C(=O)N[C@@H](COC(=O)[C@@H](CC=C)Cc1ccc(F)cc1)Cc1ccccc1
5	COc1ccc(NS(=O)(=O)c2cccc(C(=O)NNC(=O)c3ccccc3O)c2)cc1
-14	O=c1c2ccccc2oc2cc(-c3ccc(CN4CCOCC4)cc3)ccc12
2	C=CCOc1ccc(/C=C/C(=O)OCC(=O)NCCc2ccccc2)cc1

Further entries.
IDE act	molecule
1	CC(=O)Nc1cc2c(cc1Cl)-c1ccc(F)cc1C2O (configuration not stated)
7	CCOc1c2ccccc2nn1CCO
6	CCN(C[C@H]1N[C@@](CC)(C(=O)OC)[C@H]2C(=O)N(C)C(=O)[C@@H]12)C(=O)C1CCCCC1
3	O=C1c2ccccc2C(=O)N1CCC#Cc1ccc2cc(C3(O)CCCCC3)oc(=O)c2c1
6	C=CC[C@@H](CC(=O)N[C@@H](CO)Cc1ccccc1)C(=O)N[C@H](COC(=O)[C@H](CC=C)CC(=O)OC(C)(C)C)Cc1c[nH]c2ccccc12
4	Cc1c(-c2nc3ccccc3[nH]2)cnn1C
-1	Cc1c(Cl)cnc(NC(=O)COC(=O)[C@@H](NC(=O)c2ccco2)C(C)C)c1Cl
0	CCN(CC)CCC(=O)N1C/C(=C/c2ccccc2)C(=O)/C(=C\c2ccccc2)C1
2	CCCCN(C(=O)CC1CCCC1)c1c(N)n(CC(C)C)c(=O)[nH]c1=O
6	COc1ccc(CCN2CC(C(=O)OCC(=O)NC(Cc3ccccc3)C(C)=O)CC2=O)cc1OC (configuration not stated)
-1	O=C(c1ccc(-c2ccccc2Cl)o1)N1CCN(c2ccccc2O)CC1
-7	COC(=O)C1CCN(C(=O)CN2C(=O)c3ccccc3S2(=O)=O)CC1
-3	CC(CCc1ccccc1)NC(=O)CCNS(=O)(=O)c1ccccc1 (configuration not stated)
3	Cc1cc(NC(=O)CSc2nnc(-c3ccccc3F)n2C)no1
-1	COc1ccc(NS(=O)(=O)c2cc(NC(=O)c3ccccc3)ccc2N2CCOCC2)cc1
1	O=C(CNS(=O)(=O)c1ccc(Cl)c(C(F)(F)F)c1)NC1CCCCCC1
0	COc1ccc(CNCCS(=O)(=O)NCc2ccccc2)cc1
2	CN(C)S(=O)(=O)c1cccc(NC(=O)C2CCN(S(=O)(=O)c3cccs3)CC2)c1
4	O=C(COC(=O)c1cccnc1Cl)c1ccc(Cl)s1
2	O=C(CCNC(=O)c1ccc([N+](=O)[O-])cc1)Nc1cccc(S(=O)(=O)N2CCOCC2)c1

Gathered by group: those above containing a CF3 group (3)
IDE act	molecule
0	CN(CC(=O)Nc1ccc(Cl)c(C(F)(F)F)c1)C(=O)c1cc(=O)[nH]c2ccccc12
0	CN(CC(=O)Nc1ccccc1C(F)(F)F)C(=O)C1CCN(S(=O)(=O)c2ccc3c(c2)OCCO3)CC1
1	O=C(CNS(=O)(=O)c1ccc(Cl)c(C(F)(F)F)c1)NC1CCCCCC1

A draw from above in order of length of the SMILES, ascending:
IDE act	molecule
7	CCOc1c2ccccc2nn1CCO
-3	CC(CCc1ccccc1)NC(=O)CCNS(=O)(=O)c1ccccc1 (configuration not stated)
2	O=C(CCNC(=O)c1ccc([N+](=O)[O-])cc1)Nc1cccc(S(=O)(=O)N2CCOCC2)c1

(next part)
IDE act	molecule
-2	COc1ccc(NC2=Nc3ccccc3N[C@@]23C[C@H]2CCCC(=O)N4CC[C@@H](C3)[C@@H]24)cc1
-4	CSC1SCC2C(=O)N(C)C(C(C)C)C(=O)OCC(NC(=O)c3cnc4ccccc4n3)C(=O)NC(C)C(=O)N(C)C1C(=O)N(C)C(C(C)C)C(=O)OCC(NC(=O)c1cnc3ccccc3n1)C(=O)NC(C)C(=O)N2C (configuration not stated)
1	CC1(C)CC(=O)C=C(c2ccc(Oc3ccccc3)cc2)C1
-1	O=C(C[C@H]1C[C@H](C(=O)N2CCCCC2)[C@@]2(CCc3ccccc3)c3[nH]c4ccc(Cl)cc4c3CCN2C1=O)NCCCn1ccnc1
-2	Cc1ccc(S(=O)(=O)NC2CCSC2=O)cc1C (configuration not stated)
1	CCOc1ccccc1C(=O)NCC(=O)OCCCOC(=O)CNC(=O)c1ccccc1OCC
2	O=C(CN(Cc1ccco1)Cc1cccs1)N1CCN(S(=O)(=O)c2cccc(F)c2)CC1
3	COc1ccc(C(=O)N2CCN(c3ccccc3Cl)CC2)cc1S(=O)(=O)NC1CC1
5	Cn1c(=O)c2[nH]c(C3CC3)nc2n(C)c1=O
3	O=C(CN1CCOCC1)Nc1cccc(C(F)(F)F)c1
2	CCOC(=O)N1CCC(NCCNC(=O)c2ccc(F)c(F)c2)CC1
4	CCc1noc(C)c1C(=O)OC(C)C(=O)Nc1ccccc1OC (configuration not stated)
5	N#CCCN(C(=O)COC(=O)c1ccc2c(c1)OCCO2)c1ccccc1
1	O=C(Nc1cccc(S(=O)(=O)N2CCCCCC2)c1)C1CCC1
1	O=S(c1ccccc1)C(c1ccccc1)c1ccccc1 (configuration not stated)
6	O=C(CCc1nc2sc3c(c2c(=O)[nH]1)CCCC3)NCCc1ccccc1
6	O=C(Nc1cccc(Cl)c1)c1nc[nH]c1C(=O)NCCCNC(=O)c1[nH]cnc1C(=O)Nc1cccc(Cl)c1
1	CC[C@@H]1C=C(C(=O)O)[C@H](c2ccc(Cl)cc2)N1S(=O)(=O)c1ccc(C)cc1
1	COCCS(=O)(=O)N(Cc1ccccc1)[C@H](C(=O)OC)C(C)C
4	Cc1ccc(NC(=O)CN2C(=O)NC(C)(C)C2=O)cc1S(=O)(=O)N1CCCCCC1
3	COc1ccc(Cl)cc1C(=O)OCC(=O)N(CC(C)C)c1c(N)n(Cc2ccccc2)c(=O)[nH]c1=O
2	CCOc1cccnc1Sc1ccccc1
4	Cc1cccc(NS(=O)(=O)c2cccc(C(=O)N3CCN(C/C=C/c4ccccc4)CC3)c2)c1
-2	CCN(CC)CCOCCn1c(C)ccc1C
6	Cc1ccccc1C(=O)c1ccccc1C(=O)c1ccccc1
7	CCOc1ccccc1N1CCN(c2nc3ccccc3nc2C(C#N)C(=O)OC(C)C)CC1 (configuration not stated)
2	COc1ccc2c(c1)c1c(n2C)[C@@H]2CC=C(CO)[C@@H](C1)N2C
2	CCN1C[C@@H]2[C@@H]3C(=O)N(C)C(=O)[C@@H]3[C@](C)(C(=O)OC)N2C1=NC
3	NCCC1CCCC(CCN)N1 (configuration not stated)
2	CC(=O)Nc1ncc(Sc2ccc([N+](=O)[O-])cc2)s1
-2	O=C(OCc1cc(=O)n2ccsc2n1)C1(c2ccc(Cl)cc2)CC1
-1	O=c1ccn([C@@H]2O[C@H](CNCC3=Cc4cc(O)ccc4OC3)[C@@H](O)[C@H]2O)c(=O)[nH]1
2	O=C(NCCCCc1ccccc1)c1cccc(NC(=O)C2CC2)c1
0	CN(Cc1ccccc1)C(=O)c1ccc(NC(=O)Cc2ccc(NC(=O)C3CCN(C(=O)C4CCCC4)CC3)cc2)cc1
4	COc1cc(CN(CC(C)C)S(=O)(=O)c2ccccc2Br)cc(OC)c1
5	CCCCN(C(=O)C1CCCO1)c1c(N)n(CCC)c(=O)[nH]c1=O (configuration not stated)
3	CCOc1ccc(NC(=O)CN(C)C(=O)c2c(-c3c(F)cccc3Cl)noc2C)cc1OCC

An excerpt from above in order of the IDE act value, smallest number first.
IDE act	molecule
2	COc1ccc2c(c1)c1c(n2C)[C@@H]2CC=C(CO)[C@@H](C1)N2C
3	COc1ccc(Cl)cc1C(=O)OCC(=O)N(CC(C)C)c1c(N)n(Cc2ccccc2)c(=O)[nH]c1=O
4	COc1cc(CN(CC(C)C)S(=O)(=O)c2ccccc2Br)cc(OC)c1
